RAD52 anneal inh: blocks human RAD52 DNA annealing; P43351; actives 0.46% (n = 360,000); AID 651710; recombinant RAD52 DNA annealing, FRET fluorescence; inhibition, % at 18.7 µM;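 active = every replicate showing at least 50% inhibition; inconclusive = mean inhibition at least 50% but not in every replicate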
Cneo AK release: causes C. neoformans cell lysis; adenylate kinase release luminescence, 4 h; normalised: neutral wells 0, clomiphene wells 100; lysis activity, % at 15 µM; actives 0.2% (n = 360,000); AID 651654;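 active = mean lysis activity across replicates of at least 80%, whatever share of replicates individually reach that level; inactive = mean lysis activity below 80%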
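Material – Cryptococcus neoformans yeast cells · Quantity – 5 × 10^6 yeast cells/mL · Buffer or medium – YPD medium · Compound – single dose · Timing – 4 h static compound exposure, 37 °C, read 1 h post-reagent · Signal – adenylate kinase release luminescence · Read-out basis – lysis from increased AK signal · Benchmarks – Clomiphene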
RAD54 inh: inhibitors of human RAD54 branch migration; RAD54 Holliday junction branch migration, FAM/BHQ fluorescence; inhibition, % at 10.4 µM; actives 0.14% (n = 360,000); AID 602329;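 active = mean normalized replicate activity at least 40 and at least half of replicates scoring 40 or more; inconclusive = only one of the two criteria met; inactive = mean below 40 and under half of replicates reaching 40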;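 note: 0% = median of neutral control wells and 100% = median of positive control wells; inhibitors cause a drop in the FAM fluorescence signal; in these data hits start at about 50%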
miR-122 sensor: inhibitors of miR-122 in Huh7 cells | actives 0.3% (n = 340,000) | AID 602342 | activation (reporter increase), % at 12.5 µM | Huh7 miR-122 Renilla luciferase sensor, 48 h; neutral wells = 0, positive control = 100;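 active = mean replicate activation score at least 90 and every replicate individually at or above 90; inconclusive = only one of the two criteria met; inactive = neither criterion met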;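 note: higher luciferase means less miR-122 activity so hits act as miR-122 inhibitors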
ERAP1 inh: ERAP1 (human) enzyme inhibition; AID 652197; recombinant ERAP1, Leu-AMC fluorescence, 60 min; actives 0.15% (n = 340,000); inhibition, % at 10.7 µM;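 active = mean replicate inhibition of at least 30%, or all replicates individually reaching that 30% level; inactive = mean below 30% and not every replicate reaching it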;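 note: 0% = neutral control wells and 100% = L-leucinethiol positive control wells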
Target sequence (Q9NZ08 whole entry, looked up): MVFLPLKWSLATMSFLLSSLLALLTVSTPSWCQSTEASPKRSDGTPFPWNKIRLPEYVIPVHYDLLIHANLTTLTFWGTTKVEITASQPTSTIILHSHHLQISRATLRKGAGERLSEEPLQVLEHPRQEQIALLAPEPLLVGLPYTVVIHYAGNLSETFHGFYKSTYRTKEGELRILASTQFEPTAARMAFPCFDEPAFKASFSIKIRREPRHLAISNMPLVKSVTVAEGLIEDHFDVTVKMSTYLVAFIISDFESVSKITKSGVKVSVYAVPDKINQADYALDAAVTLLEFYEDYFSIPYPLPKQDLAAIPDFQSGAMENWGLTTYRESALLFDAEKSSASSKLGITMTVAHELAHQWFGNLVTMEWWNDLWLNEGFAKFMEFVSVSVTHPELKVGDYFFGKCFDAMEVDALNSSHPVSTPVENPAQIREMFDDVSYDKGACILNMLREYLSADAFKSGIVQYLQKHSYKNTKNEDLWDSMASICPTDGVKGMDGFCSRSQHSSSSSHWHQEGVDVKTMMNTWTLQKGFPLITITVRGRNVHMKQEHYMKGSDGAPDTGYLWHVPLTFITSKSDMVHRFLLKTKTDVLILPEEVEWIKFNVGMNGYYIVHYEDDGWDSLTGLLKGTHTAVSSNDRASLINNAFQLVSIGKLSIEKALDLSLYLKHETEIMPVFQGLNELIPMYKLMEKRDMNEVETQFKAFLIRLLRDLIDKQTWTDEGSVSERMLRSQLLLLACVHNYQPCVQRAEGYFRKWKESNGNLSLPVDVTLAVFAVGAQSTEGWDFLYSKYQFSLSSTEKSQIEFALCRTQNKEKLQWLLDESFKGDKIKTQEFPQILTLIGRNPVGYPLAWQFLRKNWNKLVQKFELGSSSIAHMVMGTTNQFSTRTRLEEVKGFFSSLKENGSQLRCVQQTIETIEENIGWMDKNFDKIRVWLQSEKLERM
E-selectin induc: induces E-selectin expression in human endothelial cells; P16581; HUVEC E-selectin immunofluorescence imaging; normalized: neutral wells 0, TNF-alpha wells 100; activation, % at 7.58 µM; actives 0.37% (n = 260,000); AID 686992;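 active = mean E-selectin-positive cell signal at least 10% of the positive control, reached in at least 60% of replicates, without over 20% cell loss; inconclusive = no rule given, readout overlaps actives, possibly toxicity-flagged; inactive = the rest, including those meeting only one limit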;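 note: in these data hits start at about 27%; measured in HUVEC primary endothelial cells; signal is the percent of cells scored E-selectin positive by PE staining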
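material = human umbilical vein endothelial cells (HUVEC), E-selectin induction | quantity = 3,000 cells/well | medium = EGM-2 growth medium on 0.1% gelatin-coated wells | technique = immunofluorescence imaging | read-out basis = % PE-positive cells | control set = TNF-alpha positive control, DMSO neutral control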
PGC1a acetyl inh: modulators of PGC1a acetylation; inhibition, % at 15.6 µM; U2OS PGC1a acetylation, AlphaScreen anti-acetyl-lysine; with virally co-expressed GCN5 acetyltransferase; actives 0.17% (n = 350,000);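 active = every replicate shows inhibition of at least 40%; inconclusive = mean inhibition at least 40% but some replicate below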;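 note: 0% = neutral control wells and 100% = positive control wells; some results beyond the cut were filed as inactive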
PglD inh: blocks C. jejuni PglD acetyltransferase activity; actives 0.098% (n = 360,000); inhibition, % at 12.5 µM; AID 602405; purified PglD enzyme, DTNB colorimetric CoA detection; in the data active = inhibition above about 16%, passing the limit was not always enough; inconclusive = no clear call, values can overlap the other calls; note: strong numbers were not always called active
* hit, by the source's call; ? = inconclusive; nt = not tested or not shown; [ ] = dose if it differs, or a comment. Not a hit list; overall some 1.4% were active at least once.

SMILES	RAD52 anneal inh	Cneo AK release	RAD54 inh	miR-122 sensor	ERAP1 inh	E-selectin induc	PGC1a acetyl inh	PglD inh
COc1ccc(COC(=O)N/C=C/c2ccco2)cc1	-26	-3	5	5	0	nt	5	-6
CCCn1c(N)c(C(=O)CSc2nnc(-c3ccoc3C)n2C)c(=O)n(C)c1=O	-8	0	-7	1	-2	-0.4	-3	2
COc1ccc(NC(=O)C/C(C)=N/NC(=O)C(=O)NC(C)C)c(OC)c1	-5	nt	nt	5	-4	nt	?	nt
CO[C@H]1CN(C)C(=O)c2ccc(NC(=O)Nc3ccccc3)cc2OC[C@H](C)N(CC2CC2)C[C@H]1C	7	-2	-3	2[16.7 µM]	2	-0.2	-1	-1
CCCCN(C/C=C/c1ccccc1OC)Cc1ccccc1	-12	0	4	7	-1	0.0	6	-1
CCN(CC(=O)Nc1c(F)cccc1F)C(=O)CCN1C(=O)c2cccc([N+](=O)[O-])c2C1=O	-7	0	-6	-11	-3	nt	nt	3
CCNC(=O)C(Sc1ccccc1)c1ccccc1 (stereo not drawn)	nt	4	12	-1	nt	nt	-24	0
CCOC(=O)Cn1nnc(-c2ccccc2)n1	nt	-2	-4	-5	nt	nt	1	-4
C[C@@H]1CN([C@@H](C)CO)C(=O)c2cc(NC(=O)C3CCCCC3)ccc2O[C@H]1CN(C)C(=O)Nc1ccccc1	14	0	8	-1[16.7 µM]	3	0.2	2	10
CCc1ccc(N2CC(C(=O)Nc3ccc(S(=O)(=O)NCC4CCCO4)cc3)CC2=O)cc1 (stereo not drawn)	-10	0	-5	3	-3	0.1	nt	-1
COc1ccc(CNC(=O)C2CCN(c3nccs3)CC2)cc1	-12	0	1	-5	1	nt	-5	-1
c1ccc(-c2ccc(C3=Nn4c(nnc4-c4cc(-c5ccccc5)n[nH]4)SC3)cc2)cc1	-8	6	-3	3	0	nt	-3	-2

An excerpt from above, limited to E-selectin induc and miR-122 sensor.
SMILES | E-selectin induc | miR-122 sensor
C[C@@H]1CN([C@@H](C)CO)C(=O)c2cc(NC(=O)C3CCCCC3)ccc2O[C@H]1CN(C)C(=O)Nc1ccccc1 | 0.2 | -1[16.7 µM]
CCc1ccc(N2CC(C(=O)Nc3ccc(S(=O)(=O)NCC4CCCO4)cc3)CC2=O)cc1 (stereo not drawn) | 0.1 | 3
COc1ccc(CNC(=O)C2CCN(c3nccs3)CC2)cc1 | nt | -5

Continued:
SMILES	RAD52 anneal inh	Cneo AK release	RAD54 inh	miR-122 sensor	ERAP1 inh	E-selectin induc	PGC1a acetyl inh	PglD inh
COCC#Cc1ccc2c(c1)O[C@@H](CN(C)S(=O)(=O)c1ccc(F)cc1)[C@@H](C)CN([C@H](C)CO)S2(=O)=O	-29	53	0	3[16.7 µM]	0	1.1	-14	2
CCN(Cc1ccccc1)S(=O)(=O)c1ccc(S(=O)(=O)N2CCN(C)CC2)cc1	nt	-1	3	4	nt	nt	3	-1
CN(C(=O)c1cnc2n(c1=O)CCS2)C1CCCCC1	2	1	-3	nt	4	nt	nt	0
CCC(C(=O)NCCCN1CCN(CC)CC1)n1nc(C)n2c(cc3occc32)c1=O (stereo not drawn)	-4	-11	-7	nt	-6	nt	6	2
O=C(CCS(=O)(=O)c1ccc(Cl)cc1)N1CCN(c2ccccc2F)CC1	nt	-2	-3	-1	nt	nt	-27	nt
CCOC(=O)c1oc2ccccc2c1CN1CCOCC1	nt	7	-3	-1	nt	nt	6	-1
CSCCC(NS(=O)(=O)c1ccc2c(c1)oc(=O)n2C)C(=O)NC1CCCc2ccccc21 (stereo not drawn)	-13	0	-3	2	0	-0.1	-2	2
CCNC(=O)C[C@@H]1CC[C@@H]2[C@H](COc3ccc(NC(=O)c4ccc(C(F)(F)F)cc4)cc3C(=O)N2C)O1	8	-2	1	-1[16.7 µM]	0	0.0	2	0
CCC(OC(=O)C1=Cc2ccccc2OC1)C(=O)NC1CCCC1 (stereo not drawn)	3	-3	4	1	7	nt	-12	3
CSc1ncc(C(=O)Nc2ccc(C)cc2C)c(C)n1	-17	-1	-11	nt	0	13	nt	6
CCN(CC)CCNC(=O)c1ccc(NC(=O)c2ccc(S(=O)(=O)N(C)c3ccccc3OC)cc2)cc1	26	0	3	nt	-2	nt	nt	-6
COc1cccc(C(=O)NCCS(=O)(=O)NCCc2ccc(OC)c(OC)c2)c1	5	-1	0	nt	-3	-0.1	10	2
Cc1cccc(N2CCN(C(=S)Nc3ccc4nc(N5CCN(C)CC5)cc(C)c4c3)CC2)c1C	49	1	3	-6	-4	nt	-16	1
CN(C)C(=O)CCCc1nc(-c2ccc(Cl)cc2)no1	nt	-1	6	nt	nt	nt	3	0
COc1cccc(S(=O)(=O)Nc2ccc3c(c2)OC[C@H](C)NC[C@H](C)[C@H](OC)CN(C)C3=O)c1	-17	3	4	9[16.7 µM]	1	0.0	2	1
COc1ccccc1C(=O)Nc1ccccc1SC(=O)c1ccccc1OC	-22	-4	9	7	0	0.3	-3	4
COc1ccc(NC(C)=O)cc1NC(=O)c1ccc2ccccc2c1	-5	1	3	0	1	nt	nt	9
CC(CCc1ccccc1)NC(=O)c1ccc(Br)o1 (stereo not drawn)	nt	-10	-11	-6	nt	nt	0	1
CCC(=O)N1CC(=O)N2[C@H](CO)[C@H](c3ccc(C#Cc4cccc(OC)c4)cc3)[C@H]2C1	-29	nt	nt	nt	0	-0.3	-5	nt
COc1cccc(NC(=O)N2C[C@H](O)COC[C@H]3O[C@H](CC(=O)NC4Cc5ccccc5C4)CC[C@@H]32)c1	-11	3	7	1[16.7 µM]	0	0.1	10	1
COc1ccc(CN2C(=O)C(CC(=O)NCc3cccs3)CC(C(=O)N(C)C)=C2C)cc1 (stereo not drawn)	-9	0	-6	-1	2	nt	0	-1
O=C(NCc1cccc(C(F)(F)F)c1)c1ccc2sc([C@@H]3O[C@H](CO)[C@H](O)[C@H](O)[C@H]3O)nc2c1	-8	-1	-17	-4	-4	nt	7	2
CCOc1ccccc1NC(=O)CC(O)(C(F)(F)F)C(F)(F)F	nt	8	-8	2	nt	nt	nt	0
COCc1nnc(NS(=O)(=O)c2c(C)cc(C)cc2C)s1	nt	0	-11	-14	nt	nt	nt	4
CC(C)NC(=O)N1CC[C@@H]2[C@H]1c1cc(-c3ccc(F)cc3)ccc1N(C)[C@H]2CO	-7	5	2	5[16.7 µM]	1	-0.1	-10	-3
O=C(Nc1ccc2c(c1)Cc1cc([N+](=O)[O-])ccc1-2)C(F)(F)F	-3	-1	13	-7	-1	0.1	-5	-3
COC(=O)c1ccccc1Oc1cc(C(F)(F)F)nc(-c2ccccn2)n1	-3	6	8	-3	1	-0.1	-19	-2
O=C(O)CSc1nnc(-c2cccnc2)n1Cc1ccccc1	nt	-1	3	-6	nt	nt	-3	-4
COCC(=O)N1C[C@H](C)[C@H](OC)CN(C)C(=O)c2cc(NC(=O)c3cc(C)on3)ccc2OC[C@H]1C	2	57	-2	nt	2	-0.3	17	4
O=C(COC(=O)c1ccc(OC(F)F)cc1)NCc1cccs1	6	0	-1	-10	4	nt	-1	0
CC(C)OCCCNC(=O)c1ccc(CS(=O)(=O)Cc2ccccc2F)o1	-6	-1	2	-5	1	nt	-18	0
CC(C)c1ccc(C(=O)NN2C(=O)C3CCCCC3C2=O)cc1 (stereo not drawn)	3	3	3	-2	1	nt	-3	-1
CN(C)C(=O)C[C@@H]1CC[C@@H]2[C@H](COc3ccc(NC(=O)c4cnccn4)cc3C(=O)N2C)O1	13	55	2	-2[16.7 µM]	-4	0.0	-1	-1
O=C(C[C@H]1CC[C@@H]2[C@H](COC[C@H](O)CN2Cc2cc(F)cc(F)c2)O1)NC1CCCC1	8	50	0	3[16.7 µM]	-2	-0.1	0	0
CSc1ccc(CCNC(=O)c2nn(C)c3c2CS(=O)(=O)c2ccccc2-3)cc1	-7	0	11	3	-2	-0.1	-5	-1
CCS(=O)(=O)N1CCCCN2[C@@H](CO)[C@H](c3ccc(C#CC(C)(C)O)cc3)[C@@H]2C1	-16	-1	1	4[16.7 µM]	2	-0.1	6	0
CCc1ccc(OC(C)C(=O)Nc2ccc(S(=O)(=O)Nc3cc(C)on3)cc2)cc1 (stereo not drawn)	-10	-2	9	0	0	nt	nt	2
O=C1NC2(CCCCC2)C(=O)N1Cc1cccc(C(F)(F)F)c1	-3	0	0	4	0	nt	-9	4
Cc1ccc(CC2CC(=O)N(c3cc(Cl)ccn3)C2=O)cc1 (stereo not drawn)	-14	0	-15	1	6	-0.1	-3	-25
CCOC(=O)c1[nH]c(C)c(C(=O)OCC(=O)Nc2sc3c(c2C#N)CCCCC3)c1C	-26	3	2	-5	5	nt	-5	1
COc1ccccc1/C=N/NC(=O)C(NC(=O)c1ccccc1)=C(C)C	nt	4	0	-1	nt	nt	10	0
CSCCC(NC(=O)c1ccc(=O)n(C)n1)c1nc2ccccc2[nH]1 (stereo not drawn)	nt	3	-10	-13	nt	nt	10	-4
COc1ccc(Br)cc1S(=O)(=O)N1CCN=C1c1ccccc1	-4	-1	-4	?	0	-1.3	-2	-2
CCOc1ccc(C(C)NC(=O)c2ccccc2F)cc1 (stereo not drawn)	-19	0	-2	2	6	nt	-1	-2
Cc1ccc2c(Cl)c(C(=O)NCCc3ccccc3)sc2c1	nt	2	4	3	nt	nt	nt	-3
C[C@H](CO)N1C[C@H](C)[C@H](CN(C)C(=O)Nc2ccc(F)cc2)OCCCC[C@H](C)Oc2ccc(NC(=O)Nc3ccc4c(c3)OCO4)cc2C1=O	7	-5	-15	4[16.7 µM]	-1	0.1	-8	-1
CC(C)Sc1nc2[nH]ncc2c(=O)[nH]1	-27	2	-2	1	5	nt	nt	-1
COc1ccc(S(=O)(=O)N2CCC(C(=O)N3CCCC3)CC2)cc1Cl	nt	-1	0	2	nt	nt	12	4

Copied from the list:
Cc1ccc(CC2CC(=O)N(c3cc(Cl)ccn3)C2=O)cc1 (stereo not drawn) @ ERAP1 inh = 6
Cc1ccc2c(Cl)c(C(=O)NCCc3ccccc3)sc2c1 @ miR-122 sensor = 3

New compounds follow.
SMILES	RAD52 anneal inh	Cneo AK release	RAD54 inh	miR-122 sensor	ERAP1 inh	E-selectin induc	PGC1a acetyl inh	PglD inh
COc1ccc(N2CC(C(=O)Nc3nc(-c4ccccc4)c(C(C)=O)s3)CC2=O)c(OC)c1 (stereo not drawn)	-13	0	-9	-4	1	nt	10	1
Cc1nn(C(C)C(=O)NCc2cccs2)c(=O)c2nn(-c3ccccc3)c(C)c12 (stereo not drawn)	-6	-1	-4	-3	-2	0.5	-12	1
Cc1cc2nc(C)n(CCCN)c2cc1C	nt	1	-3	-3	nt	nt	nt	6
O=C(Cn1[nH]c(=O)c2ccccc2c1=O)N1CCN(S(=O)(=O)c2ccc(Cl)cc2)CC1	-5	-1	-6	-8	5	-1.6	10	-5
CC(=O)c1c(C)[nH]c(C(=O)CSc2ccc(F)cc2)c1C	-9	0	-6	14	-4	nt	10	4
C[C@@H]1CCCCO[C@@H](CN(C)Cc2ccc(C(F)(F)F)cc2)[C@H](C)CN([C@@H](C)CO)C(=O)c2cc(NC(=O)CCC(F)(F)F)ccc2O1	-55	5	4	-28[16.7 µM]	0	0.3	3	-5
Cc1cc(C(=O)Nc2cccc3c2O[C@@H](CN(C)S(=O)(=O)c2cccs2)[C@H](C)CN([C@@H](C)CO)C3=O)n(C)n1	9	-2	2	2[16.7 µM]	0	-0.1	1	4

High-throughput results (PubChem)
